High-throughput results deposited in PubChem BioAssay by Institute for Biomedicine and Glycomics.
trophozoite growth – anti-Giardia activity of synthetic compounds – Compounds Australia Scaffold Library subset, 24/48 h, primary screen (AID 1794835). active compounds read high. inhibition, % at 10 µM. 2,500 compounds, 2% hits; in the data active = inhibition mostly above about 45%, no sharp cut-off; inactive = mostly below about 37%;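 also: 0% = parasite counts in DMSO vehicle wells; trophozoite growth inhibition read by imaging counts at 24 h; calls made by hand needing about 50% inhibition in two separate runs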
Starred values were filed as active, the others as inactive; i = inactive. This is a subset; count on the stated rates, not on these rows.

SMILES | trophozoite growth
O=C(c1nn(-c2ccc(F)cc2)c2c1CCC2)N1CCN(Cc2ccc3c(c2)CCO3)CC1 | i
O=C(c1nnn(-c2ccccc2Cl)c1-c1ccncc1)N1CCc2ccccc2C1 | 31
CCOC(=O)c1sc2nc(CN3CCCCC3)nc(NCCC(=O)OC)c2c1C | i
CSc1ccc(C)c(C(=O)N2CCCC(CN3CCOCC3)C2)c1 (configuration not stated) | i
Cc1sc2ncn(CCN(C)C)c(=O)c2c1C(=O)Nc1ccc(S(N)(=O)=O)nc1 | 26
Cc1nnc(-c2ccc3ccn(CC(=O)NC4CC4)c3c2)o1 | i
Cc1csc(-c2ccc(CNC(=O)c3cncc(Br)c3)cc2)n1 | i
Cc1ccc(-c2noc(-c3cccc(S(=O)(=O)N4CCN(c5ccc(F)cc5)CC4)c3)n2)cc1 | i
O=C(Nc1ccccc1)C1Cc2ccccc2CN1S(=O)(=O)c1cccs1 (configuration not stated) | i
CCn1c(CN2CCN(Cc3ccccc3)CC2)nc2c1c(=O)n(C)c(=O)n2C | 0
CN(C)c1nc(N(C)C)nc(N2CC(=O)N(c3ccc(Cl)c(Cl)c3)C2=N)n1 | 16
O=S(=O)(Cc1ccc(C(F)(F)F)cc1)Cc1noc(C2CC2)n1 | i
Cc1ccc(-n2ncc3c(=O)n(Cc4ccccc4)cnc32)cc1C | i
Cc1noc2ncnc(N3CCN(Cc4ccc5c(c4)OCO5)CC3)c12 | i
CCOc1ccc(NS(=O)(=O)c2cc(C(=O)NCc3ccccc3)n[nH]2)cc1 | i
O=C(C1CCCN1S(=O)(=O)c1ccc(Br)cc1)N1CCCCC1 (configuration not stated) | 4
COc1ccc(C(=O)N2CCc3nc4cc[nH]n4c(=O)c3C2)c(OC)n1 | i
COc1cc(CC(=O)N2CCc3cc(-c4noc(C)n4)ccc32)cc(OC)c1 | 2
Cc1noc(COC2CCCN(C(=O)c3nn(C)c4ccccc34)C2)n1 (configuration not stated) | i
Cc1ccc(-c2noc(C3CC(=O)N(c4cccc(Cl)c4)C3)n2)cc1 (configuration not stated) | i
COc1ccc(-c2cc(C(=O)N(C)Cc3ccco3)[nH]n2)cc1 | 44
COc1ccc(Cl)cc1Nc1nc(N)nc(CC(=O)CSc2ccc(C)cc2)n1 | i
COc1ccc(C2CCCN2Cc2nc(-c3ccccc3)oc2C)cc1 (configuration not stated) | i
CC(=O)N1CCN(S(=O)(=O)c2c(C)n[nH]c2C)CC1 | i
Cc1cc(N2CCOCC2)n2nc(-c3ccccc3)c(C)c2n1 | i
COCCOCC(C)NC(=O)Cc1csc(N2CCCNC2=O)n1 (configuration not stated) | 11
O=C1c2ccccc2S(=O)(=O)N1Cc1noc(-c2cccs2)n1 | i
CS(=O)(=O)c1ccc(N2CCCCC2c2ncc(-c3cccc(F)c3)[nH]2)cc1[N+](=O)[O-] (configuration not stated) | i
O=C1c2ccccc2C(=O)N1CCCC(=O)N1CCCc2ncccc21 | i
COc1ccc(CNS(=O)(=O)c2c(C(C)C)nc3sc(C)cn23)c(OC)c1 | i
O=C(NCC1(c2ccccc2)CCOCC1)c1ccc(Br)cc1 | 38
COc1cccc(C(=O)N(CC2CCOC2)C2CC2)c1 (configuration not stated) | i
CC(C)c1ccc(NC(=O)c2cc(-c3cccnc3)on2)cc1 | 1
CCN1CCN(c2ccc3nnc(C(C)C)n3n2)CC1 | 0
COc1ccc(C2NC(C(=O)O)C3C(=O)N(c4ccc(F)cc4)C(=O)C23)c(OC)c1OC (configuration not stated) | i
Cc1cccc(Cn2c(CNS(=O)(=O)c3ccccc3)nc3cccnc32)c1 | 10

Pulled by compound from the entries so far:
SMILES | trophozoite growth
CCN1CCN(c2ccc3nnc(C(C)C)n3n2)CC1 | 0
O=C(NCC1(c2ccccc2)CCOCC1)c1ccc(Br)cc1 | 38
CC(C)c1ccc(NC(=O)c2cc(-c3cccnc3)on2)cc1 | 1
O=C1c2ccccc2S(=O)(=O)N1Cc1noc(-c2cccs2)n1 | i
O=C1c2ccccc2C(=O)N1CCCC(=O)N1CCCc2ncccc21 | i

New compounds follow
SMILES | trophozoite growth
O=C(CS(=O)(=O)c1ccc2c(c1)S(=O)(=O)N=CN2)Nc1ccccc1Br | i
CCN1C(=O)C(=O)N(Cc2coc(-c3ccc(C)cc3)n2)C1=O | 29
CC(C)c1ccc(NC(=O)C2CCN(c3nccc4sccc34)CC2)cc1 | i
O=C(c1cc(CN2CCCC2)on1)N1CCN(C(=O)c2ccco2)CC1 | i
CC(C)C(=O)N1CCc2c(c(COCc3ccccc3F)nn2C)C1 | i
CN(C)C(=O)c1ccc(OC2CCN(C(=O)c3ccco3)CC2)nc1 | 14
O=C(NCc1ccco1)c1cnn2c1N[C@@H](c1ccc(Br)cc1)C[C@H]2C(F)(F)F | 19
COc1ccc(Cn2cccc2C2=NC(C)(C)CO2)cc1 | 19
CCN1CCCC(C(=O)NCc2ccccc2F)(c2ccccc2)CC1 (configuration not stated) | i
Cc1nn(C)c(N2CCN(C(C)c3nc4ccccc4s3)CC2)c1[N+](=O)[O-] (configuration not stated) | 11
Cc1cc(C(=O)N2CCN(S(=O)(=O)c3ccccc3)CC2)no1 | i
CN(C)C(=O)C1CN(C(=O)C2CCN(C3=NS(=O)(=O)c4ccccc43)CC2)c2ccccc2O1 (configuration not stated) | i
CCN1CCCC1CNC(=O)C1CCN(Cc2nc(-c3ccc(OC)c(OC)c3)no2)CC1 (configuration not stated) | i
c1ccc(N2CCN(Cc3ccn(-c4ccccc4)n3)CC2)cc1 | i
Cc1csc(C2CCN(C(=O)c3ccccc3[N+](=O)[O-])CC2)n1 | 8
CCOc1ccc2nc(NC(=O)C3CCN(S(=O)(=O)c4c(C)nn(C)c4C)CC3)sc2c1 | i
CCC(C)(C)NC(=O)C1CC(=O)N(Cc2ccccn2)C1 (configuration not stated) | i
Cc1nn(Cc2csc(-c3ccsc3)n2)c(C)c1S(=O)(=O)N1CCc2ccccc21 | 7
COc1ccc(C)cc1NC(=O)Nc1c(-c2ccncc2)[nH]c2c(Cl)cccc12 | i
CCOC(C)c1noc(CN2CCCN(C(C)C(=O)N(C)Cc3ccccc3)CC2)n1 (configuration not stated) | i
Cc1c(N2CCC(C(=O)NC3CCCCCC3)CC2)c(=O)n(CC(C)C)c(=O)n1-c1ccccc1 | 10
O=c1c2ccccc2n2c(-c3cccs3)nnc2n1Cc1ccc(F)cc1 | i
COc1ccc(Cl)cc1Cn1nnn(-c2ccccc2Cl)c1=O | i
Cn1cc(C(=O)N2CCCC2C2CCCCC2)ccc1=O (configuration not stated) | 13
CCn1cc(C2OCCC2CNCc2nccn2CC)cn1 (configuration not stated) | 0
c1ccc(-c2cc(CN3CCOC(Cn4cncn4)C3)on2)cc1 (configuration not stated) | 7
CCOc1ccccc1OC1CCN(c2ncnc3nc[nH]c23)CC1 | 31
Cc1cccc(C)c1NC(=O)Cn1c(=O)n(CCc2c[nH]c3ccccc23)c(=O)c2cccnc21 | 0
O=C(Nc1ccccc1)NC(c1ccccc1)c1nnc(-c2ccccc2Cl)o1 (configuration not stated) | i
Cc1ccc(CNC(=O)N2CCCN(C3CCN(CC4CC4)C3=O)CC2)cc1 (configuration not stated) | 5
N=C1C(=C2Nc3ccccc3S2)CC(=O)N1C1CC1 | i
COc1cccc(C(c2oc3ccccc3c2NC(=O)c2ccccc2)N2CCOCC2)c1 (configuration not stated) | i
COc1cc2c(cc1OC)C(CC(=O)O)N(C(=O)c1ccco1)CC2 (configuration not stated) | i
CC(C)c1nnc2n1CCN(C(=O)c1csc(C3CC3)n1)C2 | i
O=C(c1ccc(-c2ccco2)[nH]c1=O)N1CCN(c2ccccc2)CC1 | i
CCOC(=O)CC(=O)Nc1ccc(-c2onc3c2CCc2cc(OC)ccc2-3)cc1 | 5
CCOC(=O)Nc1ccc2c(Cn3nnc(-c4ccc(C)cc4)n3)cc(=O)oc2c1 | i
CCN1CCCN(c2ncnc3c2c(Br)nn3C)CC1 | 4
Cc1nc(C2(NC(=O)Cc3csc(-c4cccs4)n3)CCCCC2)no1 | i
O=c1[nH]c(N2CCOCC2)nc2c1CCN(Cc1ccc(Br)cc1)CC2 | i
CCOc1ccc(NC(=O)N2Cc3cccn3-c3ccccc32)cc1 | i
O=C(Nc1nc(-c2cc3ccccc3oc2=O)cs1)c1cccc(C(F)(F)F)c1 | i
Cc1ccc(N2C(=O)N[C@@H]3C[C@]2(C)Oc2c(O)cc(C(C)(C)C)cc23)cc1C | i
CCNC(=O)N1CCCC(CN2CCCCCC2)C1 (configuration not stated) | i
Cc1nnc2ccc(N3CCN(c4ncnc5[nH]ccc45)CC3)nn12 | i
CCN(CC)Cc1ccc(C(=O)N2CCc3sccc3C2)o1 | i
Cc1sc2c(=O)n(C)nnc2c1C(=O)NCCN(C)C | i
COC(=O)c1cn(CC(=O)NCc2cc3c(cc2C)OCCCO3)c2ccccc12 | 14

Among those listed so far, 15 contain an aryl methoxy group:
SMILES | trophozoite growth
COc1ccc(C(=O)N2CCc3nc4cc[nH]n4c(=O)c3C2)c(OC)n1 | i
COc1cc(CC(=O)N2CCc3cc(-c4noc(C)n4)ccc32)cc(OC)c1 | 2
COc1ccc(-c2cc(C(=O)N(C)Cc3ccco3)[nH]n2)cc1 | 44
COc1ccc(Cl)cc1Nc1nc(N)nc(CC(=O)CSc2ccc(C)cc2)n1 | i
COc1ccc(C2CCCN2Cc2nc(-c3ccccc3)oc2C)cc1 (configuration not stated) | i
COc1ccc(CNS(=O)(=O)c2c(C(C)C)nc3sc(C)cn23)c(OC)c1 | i
COc1cccc(C(=O)N(CC2CCOC2)C2CC2)c1 (configuration not stated) | i
COc1ccc(C2NC(C(=O)O)C3C(=O)N(c4ccc(F)cc4)C(=O)C23)c(OC)c1OC (configuration not stated) | i
COc1ccc(Cn2cccc2C2=NC(C)(C)CO2)cc1 | 19
CCN1CCCC1CNC(=O)C1CCN(Cc2nc(-c3ccc(OC)c(OC)c3)no2)CC1 (configuration not stated) | i
COc1ccc(C)cc1NC(=O)Nc1c(-c2ccncc2)[nH]c2c(Cl)cccc12 | i
COc1ccc(Cl)cc1Cn1nnn(-c2ccccc2Cl)c1=O | i
COc1cccc(C(c2oc3ccccc3c2NC(=O)c2ccccc2)N2CCOCC2)c1 (configuration not stated) | i
COc1cc2c(cc1OC)C(CC(=O)O)N(C(=O)c1ccco1)CC2 (configuration not stated) | i
CCOC(=O)CC(=O)Nc1ccc(-c2onc3c2CCc2cc(OC)ccc2-3)cc1 | 5
